CHOP UPR activ – activators of apoptotic arm of unfolded protein response (CHOP) | activation, % at 10 µM | CHO-CHOP luciferase reporter, UPR activation, luminescence; percent of tunicamycin response over DMSO baseline | hit rate 0.34% among 330,000 | AID 449763;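 active = at 10 µM dose, activation of 40% or more, normalized to positive control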;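 note: 100% = tunicamycin at 10 µg/mL and 0% = DMSO alone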
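Material: CHO-CHOP cells, stable luciferase reporter of PERK-eIF2a-CHOP signalling; quantity: 500 reporter cells seeded per well; buffer or medium: F12 medium containing 10% fetal bovine serum; compound: one dose, 10 µM in 0.5% DMSO; incubation: 6 h compound treatment, 37 °C; measured by: Steady-Glo luciferase luminescence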
TIM10 inh – TIM10 yeast growth inhibition; S. cerevisiae TIM10 strain growth, BacTiter-Glo luminescence, 24 h; inhibition, % at 10 µM; hit rate 1.4% among 330,000;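 active = inhibition of 40% or more at the single tested concentration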;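 note: wild-type TIM10 isogenic control strain grown at permissive 25 °C; 0% = DMSO yeast wells and 100% = minimal medium wells without yeast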
APJ agonist – activates the human apelin receptor APJ; hit rate 0.11% among 330,000; CHO-K1 APJ PathHunter beta-arrestin, luminescence; 0% DMSO wells, 100% apelin; activation, % at 20 µM; P35414;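 active = activation more than six SD over the plate average, tested at 20 µM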;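 note: 0% = DMSO alone and 100% = apelin-13 at 10 nM; some results filed as inactive read as strong as hits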
Target sequence (P35414 whole entry, looked up): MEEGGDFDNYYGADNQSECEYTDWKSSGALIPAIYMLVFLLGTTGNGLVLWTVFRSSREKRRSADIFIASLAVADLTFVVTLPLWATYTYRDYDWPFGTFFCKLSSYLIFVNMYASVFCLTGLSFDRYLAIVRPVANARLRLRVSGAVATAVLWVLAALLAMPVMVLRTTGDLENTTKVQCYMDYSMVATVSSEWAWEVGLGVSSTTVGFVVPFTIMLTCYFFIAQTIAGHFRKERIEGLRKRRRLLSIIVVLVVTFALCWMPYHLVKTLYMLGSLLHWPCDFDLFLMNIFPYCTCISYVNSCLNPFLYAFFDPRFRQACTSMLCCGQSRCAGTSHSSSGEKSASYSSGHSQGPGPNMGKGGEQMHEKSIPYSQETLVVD
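Material: CHO-K1 APJ beta-arrestin complementation cell line; Input: cell density 1000 per well; Incubation: compound stimulation 90 min at 25 °C, detection 60 min; Signal: luminescence from split beta-galactosidase complementation, Galacton Star/Emerald II substrate; Controls: DMSO-only wells as negative, 10 nM Apelin-13 as positive control.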
CXCR6 block – blocks human CXCR6 beta-arrestin recruitment; O00574; CHO-K1 PathHunter CXCR6 beta-arrestin, luminescence; inhibition, % at 20 µM; hit rate 0.36% among 360,000; AID 602244; in the data active = inhibition above about 34%, passing the limit was not always enough;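 note: antagonist mode with CXCL16 agonist at 10 nM final; 0% = 10 nM CXCL16 with DMSO and 100% = unstimulated wells without agonist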
Target sequence (O00574 whole entry, looked up): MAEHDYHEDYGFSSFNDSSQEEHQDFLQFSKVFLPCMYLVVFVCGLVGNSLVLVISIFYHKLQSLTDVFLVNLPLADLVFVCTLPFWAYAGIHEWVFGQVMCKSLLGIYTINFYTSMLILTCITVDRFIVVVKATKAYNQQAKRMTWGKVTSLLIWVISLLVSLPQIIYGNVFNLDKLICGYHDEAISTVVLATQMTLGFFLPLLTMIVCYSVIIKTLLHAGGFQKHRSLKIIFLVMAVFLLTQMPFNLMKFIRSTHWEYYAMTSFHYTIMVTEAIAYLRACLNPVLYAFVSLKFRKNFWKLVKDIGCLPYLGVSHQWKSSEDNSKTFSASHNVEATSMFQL
tim23-1 inh – growth inhibitors of tim23-1 mutant yeast; S. cerevisiae tim23-1 growth, BacTiter-Glo luminescence, 24 h; inhibition, % at 20 µM; hit rate 1.3% among 330,000; AID 463212;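 active = growth inhibition of the mutant yeast at or above 50%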;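 note: temperature-sensitive mutant grown at 25 °C; plate controls were DMSO-treated mutant yeast for no effect and medium wells lacking yeast for full effect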
Mdm2-MdmX inh – disrupts the human Mdm2-MdmX interaction; SaOS-2 split-luciferase Mdm2/MdmX complementation, luminescence; inhibition, % at 8 µM; hit rate 3% among 330,000; AID 485346;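 active = inhibition of at least 50% at 8 µM in the primary screen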
APJ antagonist – antagonists of human APJ apelin receptor | P35414 | CHO-K1 APJ beta-arrestin complementation, luminescence | inhibition, % at 20 µM | hit rate 0.32% among 330,000;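 active = inhibition above about 40% at 20 µM, limit read from the data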;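 note: cells challenged with 10 nM apelin-13 agonist together with compound; plate controls were apelin-13 plus DMSO wells for no effect and DMSO wells lacking apelin-13 for full effect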
XBP1 UPR activ – activators of adaptive arm of unfolded protein response (XBP1) | hit rate 0.33% among 330,000 | activation, % at 20 µM | CHO-XBP1 luciferase reporter, IRE1-XBP1 UPR activation, luminescence; percent of tunicamycin response, DMSO as zero;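 active = versus positive control, 20 µM dose yields 30% or more activation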;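 note: 100% = tunicamycin at 10 µg/mL and 0% = DMSO only wells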
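Test system: CHO-XBP1 luciferase reporter cells | Buffer or medium: Serum-containing F12 medium, 10% FBS | Schedule: 6 h compound exposure at 37 °C, 5% CO2 | Detection: Steady-Glo luciferase glow luminescence, 10 min after reagent addition | Read-out basis: Activation, % of tunicamycin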
tim10-1 inh – tim10-1 yeast growth inhibition | S. cerevisiae tim10-1 ts strain growth, BacTiter-Glo, 24 h | inhibition, % at 20 µM | hit rate 2.2% among 330,000 | AID 463190;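 active = inhibition of at least 40%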;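 note: mutant grown at 25 °C; 0% = DMSO wells with yeast and 100% = wells holding no yeast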
Starred values were filed as active, the others as inactive; . = no result given.

| SMILES | TIM10 inh | APJ antagonist | tim10-1 inh | CXCR6 block | APJ agonist | tim23-1 inh | Mdm2-MdmX inh | CHOP UPR activ | XBP1 UPR activ |
| --- | --- | --- | --- | --- | --- | --- | --- | --- | --- |
| COc1ccc([N+](=O)[O-])cc1NC(=O)C(C)OC(=O)CC1CCCC1 (stereo not drawn) | -2 | 7 | -2 | 0 | -5 | 23 | 11 | -1.1 | -3 |
| CCCCNC(=S)NCCN1CCN(C(=S)NCCCC)CC1 | -39 | -4 | 4 | -3 | -6 | 1 | 10 | -0.8 | -3 |
| CSc1ncccc1C(=O)OCC(=O)NC(N)=O | 1 | 6 | -2 | 1 | -4 | 17 | 14 | 0.4 | -1 |
| Cc1ccc([N+](=O)[O-])cc1N(CC(=O)NCC1CCCO1)S(C)(=O)=O (stereo not drawn) | -1 | -16 | -4 | -1 | -2 | -6 | 19 | -0.2 | -2 |
| CCO[C@H]1OC(C(N)=O)=C[C@@H](c2ccccc2)[C@@H]1CCCO | 11 | 0 | 4 | -3 | 2 | 12 | -31 | -0.4 | 0 |
| CC1=C(C#N)C(Nc2ccc(Cl)cn2)(C(F)(F)F)C(=O)N1 (stereo not drawn) | 1 | 1 | 10 | 8 | -1 | -4 | 8 | -1.2 | 0 |
| CCOc1ccccc1CN1CCN(Cc2cccc3c2OCO3)CC1CCO (stereo not drawn) | -6 | 13 | 11 | 3 | -3 | 8 | 14 | -2.0 | -2 |
| Cc1ccc(C)c(N2CCN(C(=O)CCCN3C(=S)NC(C)(C)CC3C)CC2)c1 (stereo not drawn) | -3 | 3 | 29 | 4 | -1 | 14 | 13 | 0.8 | -5 |
| O=C(CSc1ncnc2c1oc1ccccc12)c1cccs1 | -19 | -3 | -2 | 7 | -2 | -13 | 10 | 6.4 | 13 |
| Fc1ccccc1COc1ccc2ccccc2c1CNc1nn[nH]n1 | 13 | 9 | 7 | -9 | 1 | 0 | 16 | 1.6 | -1 |
| CN(C)c1ccc(C(=S)N2CCN(c3ccccc3)CC2)cc1 | 32 | -5 | 46* | -3 | 0 | 43 | -56 | -0.9 | -3 |
| Cc1cccc(Nc2nnc(SCc3cn4ccsc4n3)s2)c1 | 15 | -11 | 8 | 1 | -1 | 0 | -12 | -2.5 | -1 |
| COc1ccc(C2C(C(=O)N3CCN(c4ccccn4)CC3)CCC(=O)N2c2cc(OC)c(OC)c(OC)c2)cc1 (stereo not drawn) | 0 | 0 | -9 | 1 | -2 | 3 | -6 | 1.1 | -2 |
| O=C(CN1C(=O)NC2(CCCC2)C1=O)Nc1cc(S(=O)(=O)N2CCCCC2)ccc1Cl | 8 | -11 | 15 | 0 | -4 | 21 | 6 | 0.2 | 0 |
| CN(C)S(=O)(=O)c1ccc(Cl)c(NC(=O)CN2CCN(Cc3ccc4c(c3)OCO4)CC2)c1 | 3 | 9 | -20 | -12 | 0 | 0 | 20 | -1.9 | -2 |
| CC(=O)NC(CCS(C)(=O)=O)C(=O)Nc1ccc(C)c(F)c1 (stereo not drawn) | -5 | 3 | -4 | -12 | 2 | -4 | 1 | -0.9 | 0 |
| O=C(CN1CCN(c2ncc(C(F)(F)F)cc2Cl)CC1)NCCNc1ncc(C(F)(F)F)cc1Cl | -100 | -16 | 19 | -12 | -6 | 13 | 29 | -2.6 | -4 |
| COc1ccc(Cl)cc1-c1nc(SCC(=O)N(C)CCC#N)n[nH]1 | -12 | 3 | 1 | -1 | -2 | 18 | 5 | 0.0 | 0 |
| COc1ccccc1/C=C(/CC(=O)NCc1ccc(F)cc1)c1nc2ccccc2s1 | 12 | 9 | 36 | 17 | -1 | 24 | 0 | 0.5 | 0 |
| O=C(Nc1ccc(Cl)c(Cl)c1)c1ccc2c(c1)OCO2 | 4 | -16 | 3 | -12 | -3 | 5 | -255 | 6.0 | -5 |
| CCN1C(=O)[C@@H]2[C@H](C1=O)[C@@H]1CC(C(=O)OC)=C[C@@H](C(=O)OC)C3C1=C(C(=O)C3(CC)CC)[C@@H]2C (stereo partly drawn) | 0 | -6 | 4 | . | 8 | 22 | 27 | -1.8 | -2 |
| Cc1ccc(S(=O)(=O)N2CCC(C(=O)NNC(=O)C3CC3)CC2)cc1Cl | -5 | -9 | -5 | 5 | -1 | 19 | -7 | 0.7 | 2 |
| Cc1cnc(C(=O)OCC(=O)c2ccc(Br)s2)cn1 | 3 | 13 | 2 | -4 | -1 | 12 | -3 | 0.7 | 0 |
| COc1ccc2[nH]c3c(c2c1)CCN1C(=O)N([C@@H](C)C(=O)NCCc2ccc(F)cc2)C(=O)[C@]31C | -47 | -55 | -4 | 0 | -3 | 12 | 10 | -1.1 | 0 |
| N#Cc1nc(-c2ccco2)oc1N1CCN(c2ccccc2)CC1 | 4 | 3 | 13 | 3 | -3 | 30 | -17 | 0.5 | 2 |
| CCOC(=O)c1cnn(-c2ccccc2)c1NC(=O)c1cccs1 | 1 | 6 | 7 | -10 | -4 | 9 | 7 | 0.5 | -3 |
| CN(C)c1ccc(-c2noc(C3CCN(S(=O)(=O)c4cccc(Cl)c4)CC3)n2)cc1 | 4 | -3 | 13 | 17 | -1 | -12 | 33 | -2.1 | -1 |
| Cc1sc(NC(=O)CSc2nnc3scc(-c4ccccc4)n23)c(C#N)c1C | 6 | 12 | 4 | -6 | 4 | 0 | 29 | 0.8 | 7 |
| O=C(O)c1cc2c(cc1Cl)N1CCCCCC1=NS2(=O)=O | 6 | -4 | 2 | 0 | -3 | -16 | 19 | 0.1 | -2 |
| COc1cc(N=Nc2c(C)n(C)n(-c3ccccc3)c2=O)ccc1N | 8 | -8 | 0 | 5 | -1 | 14 | 22 | 1.6 | 5 |

The last two records of the section above come first, to join the parts.
| SMILES | TIM10 inh | APJ antagonist | tim10-1 inh | CXCR6 block | APJ agonist | tim23-1 inh | Mdm2-MdmX inh | CHOP UPR activ | XBP1 UPR activ |
| --- | --- | --- | --- | --- | --- | --- | --- | --- | --- |
| O=C(O)c1cc2c(cc1Cl)N1CCCCCC1=NS2(=O)=O | 6 | -4 | 2 | 0 | -3 | -16 | 19 | 0.1 | -2 |
| COc1cc(N=Nc2c(C)n(C)n(-c3ccccc3)c2=O)ccc1N | 8 | -8 | 0 | 5 | -1 | 14 | 22 | 1.6 | 5 |
| Cc1ccc(NC(=O)C(CC(=O)O)C2CCCO2)c(C)c1 (stereo not drawn) | -17 | -1 | 3 | 6 | -2 | 12 | 2 | -0.8 | 5 |
| COc1ccc(-c2ncncc2-c2ccc(Cl)cc2)c(O)c1 | -15 | -1 | 0 | -4 | -2 | 9 | -2 | -0.7 | -4 |
| Cc1ccc(S(=O)(=O)c2nc(S(=O)(=O)c3ccccc3)sc2N2CCN(CCO)CC2)cc1 | 9 | 3 | 12 | 2 | 2 | 6 | 53* | 0.2 | -5 |
| CC(=O)C1=C(O)C(=O)N(Cc2cccnc2)C1c1ccc(C(C)C)cc1 (stereo not drawn) | 8 | 0 | 0 | -2 | -3 | -4 | 5 | -0.2 | 1 |
| COc1nc(NCCN2CCOCC2)nc(Nc2ccc([N+](=O)[O-])cc2)n1 | -5 | 8 | 15 | 4 | -4 | -3 | 8 | -0.6 | 0 |
| COc1cc(CNCc2cccnc2)ccc1OCc1ccccc1 | -3 | 11 | 1 | 1 | 0 | -9 | 2 | 3.5 | -1 |
| COc1ccc(-c2nc(CN3CCN(C(=O)c4ccco4)CC3)c(C)o2)cc1OC | -7 | -1 | 5 | 1 | -1 | -8 | 18 | 1.0 | -2 |
| COc1cc(/C=C2\C(=O)N(C)C(=S)N2C)ccc1O | 16 | 8 | 12 | 16 | -3 | 36 | 12 | 1.4 | -1 |
| CCCNC(=O)Nc1cccc(NC(C)=O)c1 | -1 | 14 | 3 | 0 | -3 | 4 | -1 | 0.8 | 3 |
| COc1ccc2oc(C(=O)Nc3cccc(S(=O)(=O)N4CCOCC4)c3)c(C)c2c1 | 3 | -47 | -1 | -7 | 5 | -2 | 22 | 5.1 | 2 |
| Cc1nonc1C1CCCN1C(=O)c1cc(COc2ccc(F)cc2F)on1 (stereo not drawn) | 7 | 5 | 19 | -8 | 0 | 16 | -114 | 3.0 | 0 |
| CCN(CC)S(=O)(=O)c1ccc(N2CCOCC2)c(NC(=O)C2CSC3(C)CCC(=O)N23)c1 (stereo not drawn) | 9 | -3 | -6 | -4 | 2 | 11 | 7 | -0.2 | -3 |
| CC(=O)Nc1cccc(NC(=O)C2CC(=O)N(CCc3ccc(F)cc3)C2)c1 (stereo not drawn) | 6 | 10 | -17 | 4 | 1 | -3 | -5 | 1.0 | 0 |
| O=C(NCCCN1CCCC1=O)C(=O)Nc1cccc(F)c1 | -6 | 4 | -18 | 1 | -1 | -6 | -25 | 4.1 | 2 |
| COc1ccc(OC)c(C2CC(c3ccccc3)=NN2C(=S)Nc2ccccc2)c1 (stereo not drawn) | 13 | 13 | 10 | -5 | -2 | 12 | 72* | 1.3 | 0 |
| CCOC(=O)CSc1nc(N(C)C)nc(N(C)C#N)n1 | -8 | 3 | 19 | 8 | -1 | 17 | 0 | -3.7 | 2 |
| COc1ccc(-c2sc(Nc3ccccc3)n[n+]2-c2ccc(F)cc2)cc1Br | 0 | 4 | -27 | 9 | -3 | 2 | 18 | -0.2 | -2 |
| N#Cc1cnn2c1nc(N1CCCCC1)c1ccccc12 | -5 | 18 | 15 | 4 | -3 | -3 | 47 | 14 | 47* |
| COCCCn1c(C)csc1=Nc1cccnc1 | -7 | -4 | 6 | -2 | -3 | 4 | 27 | 3.6 | 1 |
| O=C(CSc1nnc(-c2cccnc2)o1)Nc1ccccc1Br | 14 | -7 | -22 | -7 | -1 | -3 | -16 | 1.3 | -1 |
| COc1ccc([C@@H]2[C@@H]3C(=O)N(C(C)(C)C)C(=O)[C@@H]3[C@]3(Cc4ccccc4)C(=O)N(c4cccc(F)c4)C(=O)N23)cc1 | 7 | 6 | 13 | 2 | 3 | 20 | 29 | -0.3 | 0 |
| NS(=O)(=O)c1ccc(CCNC(=O)C(=O)NCC2OCCN2C(=O)c2ccc3c(c2)OCO3)cc1 (stereo not drawn) | -12 | 5 | -2 | 4 | -3 | 12 | 16 | -1.2 | 0 |
| CCOC(=O)N/N=C\c1ccc(OC/C=C/c2ccccc2)cc1 | 4 | 14 | -4 | 6 | -2 | 14 | -32 | 0.9 | -5 |
| CC(C)COc1ccc(C(=O)NNC(=O)c2ccc(=O)[nH]c2)cc1 | -1 | 11 | 5 | 0 | -4 | -2 | -5 | -0.9 | -1 |
| COc1cccc(OCC(=O)NNC(=O)c2ccc(-c3ccccc3)cc2)c1 | -3 | -6 | 14 | 3 | -2 | -9 | -26 | -0.3 | 1 |
| O=S(=O)(NCc1ccco1)c1ccc(Cl)nc1 | -1 | 9 | 6 | -1 | -2 | 0 | 0 | -1.4 | -3 |
| COc1cc(/C=N/NC(=O)c2sc3nc(C)cc(C)c3c2N)ccc1O | 8 | 6 | 12 | 2 | 2 | 3 | 73* | 1.0 | 46* |
| COc1ccccc1CNC(=O)CN1C(=O)NC(C)(c2ccc(C)cc2)C1=O (stereo not drawn) | -13 | 1 | 25 | 11 | 0 | 16 | -5 | -3.4 | 2 |

Not all compounds are listed (hit frequency here may not be typical).
